# Source: PubChem BioAssay (several laboratories)
# GALR2 blocker = blocks the human galanin receptor 2. AID 828. inhibition, % at 4 µM. GALR2-expressing cells, antagonist mode. hit rate 0.39% among 140,000. O43603; in the data active means inhibition above about 27%;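 further: cells stimulated with galanin 1-16 at roughly its EC80; 0% = agonist challenge control and 100% = basal control without agonist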
# Target sequence (O43603 whole entry, looked up): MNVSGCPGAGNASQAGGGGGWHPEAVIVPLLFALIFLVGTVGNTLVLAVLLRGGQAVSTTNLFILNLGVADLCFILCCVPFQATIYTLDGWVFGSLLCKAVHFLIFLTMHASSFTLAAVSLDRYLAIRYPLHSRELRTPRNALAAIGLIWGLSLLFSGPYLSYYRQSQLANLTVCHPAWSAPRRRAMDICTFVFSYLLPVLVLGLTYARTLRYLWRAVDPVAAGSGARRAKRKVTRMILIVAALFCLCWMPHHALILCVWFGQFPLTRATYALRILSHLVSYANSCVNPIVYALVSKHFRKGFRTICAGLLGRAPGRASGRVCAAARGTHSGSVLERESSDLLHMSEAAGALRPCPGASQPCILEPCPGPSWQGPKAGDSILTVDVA
# Measles CPE = protection of cells from measles virus | Measles virus-infected cells, CPE protection, absorbance | protection (pct of control), % at 4 µM | hit rate 1.5% among 140,000 | AID 841; in the data active means protection mostly above about 24%, no sharp cut-off; inactive means mostly below about 26%; further: some compounds called inactive have numbers as strong as hits
# BB579 growth dn = yeast BB579 growth reduction in restrictive medium | hit rate 0.51% among 140,000 | S. cerevisiae BB579 growth, OD615, 48 h | inhibition, % at 10 µM;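 active means inhibition above a set limit, 3 SD over the mean compound inhibition, cut at about 44% in these data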; further: inactives centre near -24
#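 Assay system: S. cerevisiae DeaD strain BB579 yeast. Medium: CSMM-D restrictive synthetic medium containing dextrose (glucose). Times: 4 h cell preincubation, 48 h compound exposure, 30 °C humidified. Signal: OD615 turbidity measurement. Benchmarks: positive control amphotericin B 10 µg/mL.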
# Yeast lifespan up = yeast lifespan extension; inhibition of the nicotinamide effect, % at 10 µM; AID 775; hit rate 0.68% among 130,000; S. cerevisiae growth with nicotinamide, OD615; deaD strain in restrictive glucose medium;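 active means inhibition above a set limit, placed 3 SD over the median of all compounds, cut at about 26% in these data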;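 further: 0% = nicotinamide-treated wells and 100% = cells grown without nicotinamide; some compounds called inactive have numbers as strong as hits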
#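 Material: Modified budding yeast, DeaD strain | Medium: Restrictive glucose medium | Probe or stimulus: 1.5 mM nicotinamide | Dosing: Single dose 10 µM compound, 0.25% DMSO | Times: 48 h at 30 °C | Technique: OD615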
# E-sel TNF inh = TNF alpha driven E-selectin expression inhibition; HUVEC TNFa-induced E-selectin immunofluorescence, high content; inhibition, % at 2 µM; hit rate 0.71% among 120,000;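 active means inhibition above the batch mean plus 3 SD, and confirmed as a hit on visual image review, cut at about 43% in these data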;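 further: 0% = TNF-stimulated DMSO wells and 100% = unstimulated control wells; not every result past the cut was called active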
# PTEN del growth = PTEN-deleted cell growth suppression. HCT116 PTEN-null viability, CellTiter-Glo, 60 h; active compounds read low. viability, % at 10 µM. hit rate 1.2% among 140,000. AID 827;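 active means viability at or below a set limit, 4 SD under the median of all tested compounds, cut at about 3.7% in these data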;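 further: PTEN knockout HCT116 line with beta catenin targeted HCT116 as companion control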
# bCat KO growth = beta-catenin-lacking colon tumor cell growth suppression | HCT116 beta-catenin knockout viability, CellTiter-Glo, 60 h; active compounds read low | viability, % at 10 µM | hit rate 1.5% among 140,000 | AID 818;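 active means viability at or under a set limit, the compound median less 4 SD, cut at about 6% in these data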;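 further: 0% = Hyamine 1622 control at 20 µM and 100% = untreated cell control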
# MRP1 act = MRP-1 activation; H69AR cells + doxorubicin, viability rescue, CellTiter-Glo; viability increase, % at 10 µM; hit rate 0.61% among 140,000; AID 799;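 active means viability gain under doxorubicin at or above a set limit, the compound median plus 3 SD, cut at about 4.7% in these data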;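 further: MRP-1 overexpressing cells given doxorubicin 25 µM after compound pretreatment; 18-22 h compound pretreatment then 72 h with doxorubicin before readout; 0% = doxorubicin-only wells and 100% = vehicle-treated cells without doxorubicin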
# NPY Y2 blocker = NPY-Y2 (human) receptor antagonism. hit rate 0.99% among 140,000. inhibition, % at 2.7 µM. NPY-Y2 expressing cells, antagonist mode. P49146. AID 793; in the data active means inhibition above about 17%;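 further: 0% = vehicle with agonist challenge and 100% = reference antagonist with challenge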
# Target sequence (P49146 whole entry, looked up): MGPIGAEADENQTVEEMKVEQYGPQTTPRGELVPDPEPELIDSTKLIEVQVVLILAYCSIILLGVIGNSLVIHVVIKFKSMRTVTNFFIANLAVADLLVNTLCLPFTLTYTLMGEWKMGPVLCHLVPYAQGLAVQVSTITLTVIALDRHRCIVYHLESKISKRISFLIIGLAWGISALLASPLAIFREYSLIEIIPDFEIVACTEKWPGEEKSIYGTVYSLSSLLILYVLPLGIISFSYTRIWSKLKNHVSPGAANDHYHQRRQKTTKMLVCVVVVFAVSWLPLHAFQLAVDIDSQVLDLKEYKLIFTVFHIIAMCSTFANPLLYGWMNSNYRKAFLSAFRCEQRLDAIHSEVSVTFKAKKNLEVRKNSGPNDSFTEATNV
# Phagocytosis inh = macrophage phagocytosis inhibition | hit rate 0.07% among 110,000 | J774A.1 macrophage IgG-bead phagocytosis, imaging | inhibition, % at 5 µM;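 active means inhibition above the mean of the plate negative controls plus 5 SD, cut at about 13% in these data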;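 further: phagocytic index as fraction of beads internalized from green versus red external bead signal; plate controls were DMSO negative control for no effect and cytochalasin-D positive control for full effect; some results beyond the cut were filed as inactive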
# * = called active by the depositor; nt = not tested or not shown; & = joins results of further samples.
SMILES,GALR2 blocker,Measles CPE,BB579 growth dn,Yeast lifespan up,E-sel TNF inh,PTEN del growth,bCat KO growth,MRP1 act,NPY Y2 blocker,Phagocytosis inh
CC1CCN(Cc2ccc(-c3nn[nH]n3)cc2)CC1,-3,6,12,-9,9,99,104,-1.5,3,-1
Cc1cc2oc(=O)cc(CN3CCOCC3)c2cc1C,-7,6,-1,-5,-12,88,86,-2.7,-1,0
O=C1OC(Nc2nc3ccccc3s2)c2ccccc21 (configuration not stated),3,13,-51,-5,nt,102,95,0.2,1,0
Cn1c(NC(=O)c2ccc(Br)o2)cc(=O)n(C)c1=O,-5,7,1,2,-19,101,98,-1.8,2,0
Cc1ccc(C(=O)NCCNc2ccc(Cl)cc2[N+](=O)[O-])o1,-2,20,-17,-21,-10,77,80,-3.3,1,nt
COc1nc(NCCc2ccc(OC)c(OC)c2)nc(NC(C)(C)CO)n1,-4,19,-26,-2,-2,97,89,-4.8,2,nt
COC(=O)C1=C(C)N(CC2CCCO2)C(=O)/C1=C\c1ccc(O)cc1 (configuration not stated),2,2,-38,0,3,92,80,-4.3,1,1
CCOc1cc(N2CCOCC2)c(OCC)cc1NC(=O)C1CCCC1,-2,0,0,-17,-11,93,91,-2.7,3,-1
CCCNS(=O)(=O)c1ccc(CCC(=O)Nc2cc(Cl)ccc2Oc2ccccc2)cc1,-4,2,-30,nt,nt,40,61,-3.8,1,nt
O=c1cc(-c2ccccc2)c2c([nH]1)CCCC2,11,1,7,-15,-4,86,96,-1.7,0,nt
COc1ccc(CCNC(=O)COc2nsnc2N2CCOCC2)cc1OC,7,7,5,-9,12,107,97,-0.6,0,-2
O=C1CSC(c2ccncc2)N1Cc1ccco1 (configuration not stated),-2,5,-85,1,nt,108,98,-1.4,-1,-1
COc1ccc(OC)c(N)c1,-15,14,-48,-12,nt,94,89,-1.9,0,-1
Cc1ccc(C(=O)NCCc2nc3ccccc3[nH]2)cc1[N+](=O)[O-],4,5,-7,0,nt,97,86,-3.2,-1,-7
CN(c1cccc(Cl)c1)S(=O)(=O)c1cccc(C(=O)NC2=NCCS2)c1,-1,6,-4,-11,-17,44,46,-2.7,2,nt
CC(=O)c1cc(-c2ccccc2)n(CCC(=O)NC2CCC(C)CC2)c1C (configuration not stated),-1,15,-37,1,nt,77,73,-2.8,0,-4
CN(C)C(=O)C12CCC(C)(c3nc4ccccc4nc31)C2(C)C (configuration not stated),0,3,-17,-1,-26,97,98,-1.2,0,1
COc1cccc(CN(CC(=O)NC2CCCC2)C(=O)CCC(=O)Nc2cc(C)on2)c1,-5,7,18,-10,-1,103,90,-0.8,-1,1
O=C(O)C(Cc1c[nH]c2ccccc12)NS(=O)(=O)c1ccccc1 (configuration not stated),-3,22,9,1,nt,95,90,-0.9,2,-4
O=C(c1nn(-c2ccccc2)c(=O)c2ccccc12)N1CCN(c2ccccn2)CC1,9,3,-43,7,nt,109,84,-1.4,4,nt
CS(=O)(=O)NCCCNc1c(Cl)cccc1[N+](=O)[O-],-7,24,-15,-8,-16,87,98,-2.6,3,-1
O=C(O)c1ccccc1S(=O)(=O)Cc1ccccc1,0,1,-53,-2,8,101,93,1.4,2,-1
Cc1cccc(C)c1NC(=O)CSc1nnnn1C,-1,11,-48,-11,nt,86,92,-1.0,3,-2
Cc1cc(-c2cc(N)n(-c3ccccc3)n2)c(C)n1C1CCCC1,-5,7,-22,-7,nt,66,67,-1.8,1,-1
COc1ccc2[nH]c(=O)c(CN(Cc3ccco3)C(c3nnnn3Cc3ccccc3)C(C)C)cc2c1 (configuration not stated),5,27,-35,-7,3,3.1*,6,-3.3,3,-2
CCCn1nnnc1SCC(=O)c1ccc2c(c1)OCCO2,-6,6,-69,-7,-21,98,92,-1.6,4,0
COc1ccc2c(c1)CCc1c(C(=O)Nc3ccc(OC)c(OC)c3)noc1-2,-5,13,-17,-6,4,99,96,-1.4,1,1
CC(C)CCNC(=O)c1cccnc1Sc1ccccc1,5,12,-15,1,nt,98,96,0.1,3,-7
COc1cc(C(=O)OCC(=O)N2CCCC2)cc(OC)c1OC,-4,3,19,-10,nt,99,99,-1.3,1,0
CCOC(=O)C1CCCN(Cc2ccccc2F)C1 (configuration not stated),13,9,4,nt,75*,98,88,0.8,-1,0
O=C(CSc1nnc(SCc2ccc(Cl)cc2)s1)N/N=C/c1ccccc1Cl,-3,3,-10,-4,2,106,99,1.8,10,-12
O=C(CC1Nc2ccccc2NC1=O)NCCc1ccccc1 (configuration not stated),13,12,-55,-10,-22,101,92,0.4,2,0
CCOc1ccc(Nc2cc(C)nc(N3CCOCC3)n2)cc1,11,4,-10,-20,-1,84,101,-3.2,7,-1
Cc1cc(C)c2c(c1)OC(O)(C(F)F)CC2=O (configuration not stated),1,10,-44,-10,nt,101,101,-0.6,1,0
Cc1nn(Cc2ccccc2)c(C)c1NC(=O)c1ccc([N+](=O)[O-])cc1[N+](=O)[O-],4,25,-18,10,nt,84,81,-0.3,0,-11
CN=C1SC(CC(=O)NCCc2ccc(OC)c(OC)c2)C(=O)N1C (configuration not stated),8,16,-2,-5,-1,111,95,-0.8,2,-1

# Quoted from the listing for reference:
SMILES,GALR2 blocker,Measles CPE,BB579 growth dn,Yeast lifespan up,E-sel TNF inh,PTEN del growth,bCat KO growth,MRP1 act,NPY Y2 blocker,Phagocytosis inh
Cc1cc(C)c2c(c1)OC(O)(C(F)F)CC2=O (configuration not stated),1,10,-44,-10,nt,101,101,-0.6,1,0
Cc1nn(Cc2ccccc2)c(C)c1NC(=O)c1ccc([N+](=O)[O-])cc1[N+](=O)[O-],4,25,-18,10,nt,84,81,-0.3,0,-11
CN=C1SC(CC(=O)NCCc2ccc(OC)c(OC)c2)C(=O)N1C (configuration not stated),8,16,-2,-5,-1,111,95,-0.8,2,-1

# Next structures
SMILES,GALR2 blocker,Measles CPE,BB579 growth dn,Yeast lifespan up,E-sel TNF inh,PTEN del growth,bCat KO growth,MRP1 act,NPY Y2 blocker,Phagocytosis inh
CC(C)(C)c1ccc(C(=O)C=[N+]=[N-])cc1,-3,3,-62,3,nt,111,91,-0.7,3,-1
COC(=O)C(F)(Sc1c(C)n(C)n(-c2ccccc2)c1=O)C(F)(F)F (configuration not stated),2,6,-58,-14,-16,88,81,-1.3,1,nt
CN(/C(=N/S(=O)(=O)c1ccccc1)c1ccccc1)S(=O)(=O)c1ccccc1,6,6,-20,7,nt,97,97,-0.1,3,-13
Cc1ccc(S(=O)(=O)/N=C(/Nc2c(C)n(C)n(-c3ccccc3)c2=O)c2ccccc2)cc1,0,11,-5,2,nt,95,92,-2.0,3,nt
CCOC(=O)N1CCN(C(=O)CS(=O)(=O)c2cn(Cc3ccccc3Cl)c3ccccc23)CC1,4,21,-21,1,nt,103,96,-0.5,2,0
CCOC(=O)Cc1cc(-c2ccc(F)cc2)nc2ccc3ccccc3c12,-1,23,-18,4,nt,89,86,-1.6,2,-6
CCCCCn1nc(-c2ccccc2)c2nc3ccccc3nc21,5,9,-50,-17,-3,70,76,-2.0,-1,nt
Cc1n[nH]c(=O)nc1NC1CCCCC1,5,6,-8,-2,-2,102,95,1.6,3,-1
Cc1c2ccccc2nc2c(F)c(NCCO)c(F)c(F)c12,-7,10,-19,-7,nt,68,56,1.3,0,2
CN(C)S(=O)(=O)c1ccc(S(=O)(=O)Nc2ccc3c(c2)oc2ccccc23)cc1,-10,8,-50,-19,-3,89,96,-1.4,3,-1
CCOCCNC(=O)c1ccccc1C(=O)NCCOCC,-6,4,-27,-9,-9,94,85,-0.4,-1,0
C#CCSc1nncn1C(=O)/C=C/c1ccccc1,-1,11,-33,44,20,93,94,-0.1,4,nt
CC1CCc2nc3ccc(S(=O)(=O)N4CCC(C(=O)N5CCCCC5)CC4)cc3c(C(=O)O)c2C1 (configuration not stated),-11,10,6,-8,11,99,88,-2.4,3,0
Cc1cccc(NC(=O)c2cnc3ccccn3c2=O)c1,17,10,-21,-9,29,103,96,-0.5,3,-2
CCCc1c(C)c2cccc(C)c2[nH]c1=O,-4,7,-21,-36,-4,90,93,-1.4,2,0
CNc1nc(CCN2C(=O)c3ccccc3C2=O)cs1,4,5,-48,-13,-6,112,100,1.9,-2,nt
c1ccc(CCn2c(C3CC3)nc3ccccc32)cc1,-14,22,-12,-5,13,78,85,-1.3,10,0
Nc1cc2c([N+](=O)[O-])cccc2o1,23,6,-19,-5,5,97,100,-4.1,0,-2
Cc1ccc(C2Nc3ccccc3-c3nc4ccccc4n32)o1 (configuration not stated),1,10,-33,-9,-25,71,85,-3.9,0,nt
CCc1cccc(C)c1N(C(=O)Cn1c(COC)nc2ccccc21)C(C)COC (configuration not stated),2,7,-19,6,nt,82,79,-2.1,5,0
Cc1ccc2c(c1)c1nnc(SCC(=O)N3CCN(c4ccc(F)cc4)CC3)nc1n2CC(=O)O,-5,2,13,-5,6,99,94,-0.1,7,-9
O=C(Nc1ccc(N2C(=O)C3C4C=CC(C4)C3C2=O)cc1)Nc1nnc(C(F)(F)F)s1 (configuration not stated),0,3,-36,-9,7,101,91,-2.3,-1,-1
COc1cccc(C(=O)Cn2c(=N)n(C)c3ccccc32)c1,26,1,-22,-15,-26,40,45,-2.3,5,-1
O=C(Cc1ccccc1)NNC(=O)c1cnccn1,5,17,6,-2,nt,99,97,-0.1,1,-10
COc1cccc(S(=O)(=O)Nc2ccc(C(=O)NCc3ccco3)cc2)c1,10,4,-9,3,-1,93,93,-2.7,1,0
CC(=O)Nc1ccc(NC(=O)C2CC(=O)N(c3cccc(C)c3C)C2)cc1 (configuration not stated),-2,10,-35,-2,-3,101&107,99,-0.5,-2,0
CCc1c(C)nc2ncnn2c1NCCc1ccccc1,14,5,-2,-23,-9,73,86,-1.8,4,nt
CC1CC(C)CN(CCCSc2ccccc2)C1 (configuration not stated),-17,19,-14,9,nt,86,87,-1.8,7,-2
CCN(CC)S(=O)(=O)c1ccc(/C(O)=C2/C(=O)C(=O)N(CCOC)C2c2ccccc2)cc1 (configuration not stated),12,7,-23,-10,-34,111,106,-1.1,3,-1
CCOC(=O)Cn1cc([N+](=O)[O-])c(OC)n1,2,3,8,-17,-21,95,94,-2.8,4,nt
CCOC(=O)N1CCN(c2c(NCCCN(CC)Cc3ccccc3)c(=O)c2=O)CC1,5,26,-45,-6,10,99,86,-0.6,-2,-2
CC(=O)Nc1ccc(S(=O)(=O)NC(CC(=O)NCCc2ccccc2)C(C)C)cc1 (configuration not stated),-1,9,-35,-11,0,95,97,1.0,5,-1
CCc1noc(C)c1C(=O)N1CCCC1,0,13,-32,-3,-2,92,98,-0.3,4,0
CCCCCc1nnc(NC(=O)Cc2cccs2)s1,-14,16,-82,-10,24,100,97,0.5,-1,0
CCCN1Cc2cccc(C(=O)NCc3ccccc3)c2C1=O,0,8,-52,-15,nt,115,99,-0.6,0,nt
CCO/C=C1/C(=O)N(Cc2ccccc2)C(=O)c2ccccc21,1,3,13,32*,-11,102,90,0.0,4,-2
Cc1csc(Sc2ccc(C(=O)OCC(=O)Nc3ccc(F)cc3[N+](=O)[O-])cc2[N+](=O)[O-])n1,7,7,-15,2,nt,93,93,-0.9,5,-4

# Hits appear at their usual frequency; overall some 6.1% were active at least once.
